Screening data: PubChem BioAssay, several laboratories
CDK5 p35 inh – blocks human CDK5/p35 kinase activity. inhibition, % at 10 µM. Recombinant CDK5/p35, ADP-Glo luminescence, 60 min. Q00535+Q15078. AID 488839. 0.01% of 330,000 active;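 active = highest replicate inhibition of at least 50% and at least 75% of replicates reaching 50%; inconclusive = only one of the two criteria met; inactive = both criteria failed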;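 note: plate controls were DMSO neutral control for no effect and GW8510 at 10 µM for full effect; many of its hits are not listed in these tables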
Target sequence (Q00535 whole entry, looked up): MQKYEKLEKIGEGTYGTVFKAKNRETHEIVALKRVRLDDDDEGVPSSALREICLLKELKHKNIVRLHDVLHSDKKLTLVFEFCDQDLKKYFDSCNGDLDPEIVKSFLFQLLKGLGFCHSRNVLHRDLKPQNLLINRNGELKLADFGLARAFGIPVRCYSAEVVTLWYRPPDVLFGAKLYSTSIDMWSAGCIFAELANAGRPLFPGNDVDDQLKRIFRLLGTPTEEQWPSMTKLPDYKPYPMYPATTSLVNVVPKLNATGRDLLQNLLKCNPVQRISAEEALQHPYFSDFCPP
Target sequence (Q15078 whole entry, looked up): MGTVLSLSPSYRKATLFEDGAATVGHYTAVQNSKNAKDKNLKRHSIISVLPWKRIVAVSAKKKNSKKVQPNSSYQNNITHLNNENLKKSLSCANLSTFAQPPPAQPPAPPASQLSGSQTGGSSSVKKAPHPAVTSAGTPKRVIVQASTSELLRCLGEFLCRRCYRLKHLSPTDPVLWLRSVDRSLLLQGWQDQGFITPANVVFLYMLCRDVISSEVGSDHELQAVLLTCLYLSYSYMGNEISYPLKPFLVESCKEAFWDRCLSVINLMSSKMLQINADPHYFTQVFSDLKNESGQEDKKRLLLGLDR
DSG3 Ab inh – human desmoglein-3 autoantibody binding inhibition; P32926; DSG3-coupled beads, scFv-anti-DSG3-GFP binding, flow cytometry; active compounds read low; binding (percent of control), % at 10 µM; 0.48% of 310,000 active; AID 588358;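 active = binding more than 3 SD below its plate's average and above zero; inconclusive = below that plate limit but binding exactly zero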;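 note: hits lower antibody fragment binding to DSG3; some compounds called inactive have numbers as strong as hits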
SR-BI uptake up – activators of SR-BI mediated HDL lipid uptake. activation, % at 12.5 µM. CHO ldlA[mSR-BI] cells, DiI-HDL uptake fluorescence, 3 h; 100 = double the neutral-control signal. 0.096% of 320,000 active;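 active = mean replicate activation of at least 60% and every replicate at or above 60%; inconclusive = mean or all-replicate condition met, but not both; inactive = mean below 60% and not all replicates reaching 60%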;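 note: 0% = median plate neutral-control signal and 100% = twice that signal; values of inactives mirror those of a sister screen read the other way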
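Test system: SR-BI-overexpressing, LDLR-lacking CHO cells; Medium: Ham's F12 with 0.5% BSA, HEPES 25 mM, pH 7.4; Schedule: 3 h, 37 °C; Technique: bottom-read fluorescence, 550/595 nm.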
PKA-R1A act – activates the PKA-R1A holoenzyme complex; P00514+P68181; PKA-R1A dissociation, Cy5-IP20 fluorescence polarization; scaled: DMSO 0%, 113 µM cGMP 100%; activation, % at 11.4 µM; 0.083% of 340,000 active; AID 504707;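 active = percent activation above the mean of all tested compounds plus 3 SD, cut at about 19% in these data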;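 note: higher means more PKAc released from R1A so a rise in polarization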
PKA-R2B activ – activates the human PKA-R2B holoenzyme complex. PKA-R2B holoenzyme dissociation, Cy5-IP20 fluorescence polarization; R2B truncated from residue 108, S112A mutant; 0% DMSO only, 100% 113 µM cGMP. AID 504700. activation, % at 11.4 µM. P22694+P31323. 0.079% of 340,000 active;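 active = activation above a cutoff set at the mean over all compounds plus 3 SD, cut at about 18% in these data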;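 note: higher means more holoenzyme dissociation and a rise in polarization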
Target sequence (P31323 whole entry, looked up, other chains not shown, the tested form may be a part): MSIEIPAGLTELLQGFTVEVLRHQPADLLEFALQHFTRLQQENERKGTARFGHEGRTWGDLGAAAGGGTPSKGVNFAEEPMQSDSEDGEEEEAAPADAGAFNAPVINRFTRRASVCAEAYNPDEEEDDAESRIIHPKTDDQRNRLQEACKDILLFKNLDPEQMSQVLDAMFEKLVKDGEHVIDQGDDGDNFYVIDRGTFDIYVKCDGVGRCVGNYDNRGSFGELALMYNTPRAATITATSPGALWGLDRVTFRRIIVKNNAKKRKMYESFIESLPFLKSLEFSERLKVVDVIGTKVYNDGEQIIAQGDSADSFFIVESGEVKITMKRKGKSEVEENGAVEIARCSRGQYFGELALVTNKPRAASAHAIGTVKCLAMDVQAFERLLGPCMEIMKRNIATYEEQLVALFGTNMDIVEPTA
Arr AP2 block – inhibitors of human beta-arrestin and AP2 interaction; FITC-arrestin peptide / GST-AP2 beads, flow cytometry; AP2 beta2 appendage carries R879A mutation; inhibition, % at 10 µM; 0.31% of 340,000 active; AID 504490;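 active = inhibition above a set limit, near 3 SD of compounds lacking own fluorescence, cut at about 54% in these data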;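 note: plate controls were DMSO wells for no effect and 5 µM unlabelled arrestin peptide for full effect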
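System: GST-AP2 R879A glutathione beads. Medium: PBS with 0.05% Tween 20 and 0.1% BSA. Also added: FITC-arrestin peptide, 50 nM. Incubation: 12 min plus 1 h, RT. Measured by: high-throughput flow cytometry of beads, ex 488, em 535 nm. Evaluation: percent drop in bead-associated FITC signal.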
SR-BI DiI inh – inhibitors of mouse SR-BI mediated HDL lipid uptake | ldlA[mSR-BI] CHO cells, DiI-HDL uptake fluorescence, 3 h | AID 488896 | inhibition, % at 12.5 µM | 0.96% of 320,000 active | Q61009;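 active = mean replicate inhibition of at least 70% and a set share of replicates each scoring 70 or more; inconclusive = meets just one of the two criteria; inactive = fails both criteria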;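 note: 0% = median of neutral control wells and 100% = median of positive control wells; values of inactives mirror those of a sister screen read the other way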
Mot1-301 SUMO – SUMOylation pathway inhibition by Mot1-301 growth rescue | S. cerevisiae Mot1-301 growth rescue, ATP luminescence, 38.5C; percent above DMSO median, 100 means doubled | growth rescue, % at 18.8 µM | 1% of 320,000 active | AID 2716;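 active = every valid replicate shows activation above 250% relative to neutral control wells; inactive = the rest, any valid replicate at or below 250%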;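 note: OY570 slx delta 5 strain wells were the positive control but not used for scaling; some compounds called inactive have numbers as strong as hits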
dFosB activator – enhances mouse delta FosB homodimer DNA binding; 0.99% of 340,000 active; activation, % at 25 µM; purified delta FosB, TAMRA-CDK5 oligo fluorescence polarization; percent of positive-control signal above neutral wells; P13346;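 active = mean activation above about 17%, with every replicate also reaching it, limit read from the data, passing the limit was not always enough; inconclusive = only one of the two conditions met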;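 note: fluorescence polarization rise as delta FosB binds a TAMRA Cdk5 AP-1 oligo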
NSD2 HMT inh – blocks human histone methyltransferase NSD2. NSD2 peptide methylation, AlphaScreen, 120 min. inhibition, % at 12.5 µM. O96028. 0.54% of 310,000 active; in the data active = inhibition above about 50%
MITF act – MITF TRPM1 promoter activation in melanoma cells; activation, % at 12.5 µM; AID 588334; SK-MEL-5 TRPM1-promoter luciferase, 24 h; % of positive control, neutral wells = 0; 0.75% of 300,000 active;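 active = mean activation of at least 80% with every replicate also reaching 80%; inconclusive = mean reaches 80% but some replicate falls short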;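 note: 0% = neutral control wells and 100% = parthenolide positive control wells; values of inactives mirror those of a sister screen read the other way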
* = called active by the depositor; ? = inconclusive; nt = no result given.

no.	CDK5 p35 inh	DSG3 Ab inh	SR-BI uptake up	PKA-R1A act	PKA-R2B activ	Arr AP2 block	SR-BI DiI inh	Mot1-301 SUMO	dFosB activator	NSD2 HMT inh	MITF act	compound
1	-4.6	nt	-12	-7	-6	-4	12	9	4	0	nt	Cc1cc(C)cc(NCC(=O)Nc2c(C)cccc2C)c1
2	0.8	100	49	3	2	-5	-49	6	-1	nt	0	COc1cc(-c2noc(C)c2C(=O)NCCCN2CCOCC2)cc(OC)c1OC
3	0.4	106	-2	-6	-2	-6	2	124	-6	nt	-6	CSc1cccc(NS(=O)(=O)c2ccc3c(c2)oc(=O)n3C)c1
4	-1.3	91	-3	-8	-1	-20	3	nt	0	nt	28	COC(=O)c1ccc(CNC(=O)Cn2cnc(C(=O)Nc3ccc(C)c(C)c3)n2)cc1
5	-0.3	101	7	-12	-14	18	-7	-26	-10	-1	40	CC1(C)CC(=O)C(C2C3=C(CC(C)(C)CC3=O)Oc3ccc4ccccc4c32)C(=O)C1 (configuration not stated)
6	3.0	102	-17	-8	4	13	17	38	7	11	35	Cc1ccc2cc(C)c(N3CCC(C)CC3)nc2c1
7	-0.3	nt	3	7	5	-5	-3	-5	-2	0	-12	CS/C(=N/S(=O)(=O)c1ccc(C)cc1)c1ccccc1
8	0.7	105	-13	-9	6	33	13	-11	-17	-1	-13	c1ccc(Cn2c[n+](Cc3ccccc3)c3ccccc32)cc1
9	-0.5	82	-11	-9	-8	-23	11	-2	2	56*	3	CCOc1ccc(N)cc1OC
10	-0.5	97	11	-2	2	36	-11	3	-6	3	3	COc1ccc(N2CC(C(=O)N[C@@H](C)C(=O)NCCc3ccccc3)CC2=O)cc1 (some centres not stated)
11	0.1	103	12	-11	-4	-8	-12	1	-6	-1	-11	O=[n+]1c2c(n([O-])c3c1CCCC3)CCCC2
12	0.6	103	-36	-7	6	7	36	-1	-17	-3	6	COC(=O)c1ccc(Oc2nc(N(C)C)nc(N3CCOCC3)n2)cc1
13	0.5	105	35	-16	0	7	-35	3	-8	5	-3	Cc1ccc(N(C(=O)c2sc(C)nc2C)C(C(=O)NCc2ccco2)c2ccccc2)cc1 (configuration not stated)
14	0.0	100	20	-3	8	0	-20	-6	-6	2	-9	O=C(CSc1ncnc2c1nnn2Cc1ccc(F)cc1)NCC1CCCO1 (configuration not stated)
15	-2.3	103	38	7	6	4	-38	-24	-5	0	12	O=C(CSCc1ccccc1)N1CCN(C(=O)c2ccco2)CC1
16	-1.9	104	11	-2	5	-6	-11	16	-2	4	3	COc1ccc(C)cc1NC(=O)CCNS(=O)(=O)c1ccc2c(c1)CCC(=O)N2
17	0.6	107	-4	-1	-3	0	4	254	2	-5	2	Cc1nnc(SC(C)C(=O)Nc2c(C)n(C)n(-c3ccccc3)c2=O)n1N (configuration not stated)
18	0.5	102	-13	0	3	27	13	-3	3	nt	-21	COc1ccc(-n2nnnc2-c2cccc(OC)c2)cc1
19	0.5	112	-7	-8	-7	15	7	8	-2	0	0	O[C@@H]1CN(Cc2ccccc2Cl)CC[C@H]1N1CCOCC1
20	-1.4	91	1	-3	-3	-2	-1	8	-12	-5	-9	CN(CC(=O)Nc1ccc(S(=O)(=O)N(C)C)cc1)Cc1ccc(C(F)(F)F)cc1
21	0.3	88	0	11	2	10	0	-13	0	2	-2	CCCn1c(O)c(N=NC(=O)c2ccco2)c2ccccc21
22	-0.7	98	-3	-10	7	-19	3	15	-7	-3	9	NS(=O)(=O)c1ccc(CCNC(=O)c2ccco2)cc1
23	-2.1	100	28	-2	7	-8	-28	42	-12	1	2	Cc1ccc(C)c(S(=O)(=O)NCC(c2ccco2)N2CCc3ccccc3C2)c1 (configuration not stated)
24	-1.9	101	-30	2	1	16	30	5	-1	-5	3	COc1ccc(NC(=O)C2CCC(CNS(=O)(=O)c3cccs3)CC2)cc1OC (configuration not stated)
25	0.8	84	-115	3	-4	2	115*	-14	47*	0	nt	Cc1ccc(N=Nc2ccc(O)c(/C=N\NC(=O)c3ccc(N)cc3)c2)cc1C
26	2.3	104	-9	-15	0	3	9	-4	-2	-1	-15	CCC(Cc1ccccc1)NC(=O)Cn1cccc1C(=O)c1ccccc1 (configuration not stated)
27	-0.3	100	22	-3	-1	-5	-22	177	-2	1	6	CC(C)(C)NC(=O)CN(CCN1CCOCC1)C(=O)CNS(=O)(=O)c1ccc(Cl)cc1
28	-0.3	110	-36	-1	1	9	36	5	-1	-11	6	Cc1ccc([N+](=O)[O-])cc1Nc1nc(N2CCOCC2)nc(N2CCOCC2)n1
29	0.0	92	7	-10	-1	-6	-7	nt	-1	4	12	CC(Sc1n[nH]c(=O)[nH]c1=O)C(=O)OCc1ccccc1 (configuration not stated)
30	0.9	96	19	-7	1	-24	-19	2	1	-3	0	C[N+](C)(C)CCCN1C(=O)CCCC1=O
31	-2.8	100	-39	-6	2	18	39	-5	-5	4	-1	COc1ccc(-c2nc(N)ncc2-c2ccccc2OC)c(O)c1
32	0.3	nt	-76	-16	-9	4	76*	nt	-8	-1	0	COCCCNC(=O)c1c(NC(=O)C2COc3ccccc3O2)sc2c1CCCC2 (configuration not stated)
33	-0.9	103	11	-4	-7	20	-11	-4	-2	2	-12	Cc1ccc(S(=O)(=O)NCc2csc(C)n2)c(C)c1
34	-1.6	60	-6	6	2	-8	6	-1	-3	-4	2	CCOC(=O)CNC(=O)COc1coc(CN2CCN(Cc3ccccc3)CC2)cc1=O
35	0.6	105	9	-4	-12	18	-9	-17	-7	6	-5	O=C(NCC1CCCCC1)c1cc([N+](=O)[O-])ccc1N1CCOCC1
36	-2.9	101	nt	-5	-2	5	nt	-15	-3	-1	-4	CCOC(=O)C1CCCN(c2c(NCCC(C)C)c(=O)c2=O)C1 (configuration not stated)
37	-0.3	103	-8	-4	6	-11	8	-25	-9	nt	-3	CCCC/C(O)=C1\C(=O)CCCC1=NCCc1c(C)[nH]c2ccc(OC)cc12
38	1.3	87	9	5	-10	8	-9	nt	-4	-2	-2	O=C1CSC(=S)N1N=Cc1ccc(Cl)cc1Cl
39	0.1	95	-27	9	2	9	27	0	-7	-4	-18	COc1ccc(Cl)cc1NC(=O)c1cc(C)no1
40	-0.7	109	17	1	6	-11	-17	-25	-4	-4	-11	CCOC(=O)C1=NNC2C(=O)N(Cc3ccccc3)C(=O)C12 (configuration not stated)
41	-5.9	111	5	-7	-11	13	-5	-8	2	0	9	O=C(CCc1nc2ccccc2c(=O)[nH]1)NNC(=O)c1ccc(Cl)cc1
42	1.8	nt	13	2	-5	-4	-13	-4	10	-1	9	O=C(CCN1C(=O)NC2(CCCC2)C1=O)Nc1cccc(S(=O)(=O)N2CCOCC2)c1
43	0.3	111	24	0	-4	-1	-24	-8	-6	0	9	O=C(N/N=C/c1c[nH]c2ccccc12)c1cc(Cl)ccc1O
44	-2.8	103	2	3	-1	7	-2	-9	4	nt	-8	Cc1onc(C(=O)N2CCN(C(c3ccccc3)c3ccccc3)CC2)c1[N+](=O)[O-]
45	-2.5	107	2	0	5	8	-2	-3	-5	2	-19	O=C(O)c1cc(=O)[nH]c2c(Cl)cccc12
46	1.2	nt	-13	1	9	-11	13	21	1	-1	-2	CN(C)c1ccc(-c2noc(-c3ccccc3O)n2)cc1
47	0.3	110	10	-3	6	30	-10	14	-3	-3	-8	O=C(Oc1ccccc1C(=O)N1CCOCC1)c1cccc(Br)c1
48	-1.5	98	15	0	-6	0	-15	1	1	-4	62	CC1CCCN(c2oc(-c3cccc4ccccc34)nc2C#N)C1 (configuration not stated)

Continued; it opens with the 3 that closed the last part.
no.	CDK5 p35 inh	DSG3 Ab inh	SR-BI uptake up	PKA-R1A act	PKA-R2B activ	Arr AP2 block	SR-BI DiI inh	Mot1-301 SUMO	dFosB activator	NSD2 HMT inh	MITF act	compound
46	1.2	nt	-13	1	9	-11	13	21	1	-1	-2	CN(C)c1ccc(-c2noc(-c3ccccc3O)n2)cc1
47	0.3	110	10	-3	6	30	-10	14	-3	-3	-8	O=C(Oc1ccccc1C(=O)N1CCOCC1)c1cccc(Br)c1
48	-1.5	98	15	0	-6	0	-15	1	1	-4	62	CC1CCCN(c2oc(-c3cccc4ccccc34)nc2C#N)C1 (configuration not stated)
49	0.5	117	-39	7	-4	3	39	-6	-11	-3	-5	CC(=O)C1=C(C)NC(SCC(=O)c2ccc(Cl)cc2)=C(C#N)C1CC(C)C (configuration not stated)
50	-1.5	138	15	4	-1	-3	-15	-3	-6	nt	55	Cc1nc(-c2ccc(Cl)cc2)sc1C1(C)CC(c2ccccc2)=NO1 (configuration not stated)
51	0.0	107	-2	-6	-1	-8	2	489	-1	19	-2	Cc1c(C)n(-c2ccccc2)c2ncnc(NCCN(C)C)c12
52	-2.7	88	24	4	1	11	-24	-5	-5	nt	-11	CC1(C)N=C(c2ccccn2)C(C)(C)N1O
53	-1.8	95	-21	-3	-1	-12	21	-22	-36	nt	13	CCN1CCN(CCCNC(=O)c2cc3cc4ccc(OC)cc4nc3o2)CC1
54	3.4	129	17	7	2	6	-17	11	0	-3	-3	O=C(Cn1c(=O)[nH]c2ccccc2c1=O)Nc1ccc2c(c1)OCCO2
55	0.9	101	3	-11	-10	9	-3	-1	-3	-1	-2	Cn1c(N)c(S(=O)(=O)NCc2ccccc2Cl)c(=O)n(C)c1=O
56	0.5	79	18	-3	-9	13	-18	nt	-3	1	nt	Cc1ccc(Nc2nnns2)cc1C
57	-0.8	105	26	-3	-5	27	-26	7	?	nt	14	O=C1NC[C@H](c2ccccc2)N(CCC23CC4CC(CC(C4)C2)C3)C1=O
58	0.8	89	13	-1	0	6	-13	-3	-6	-1	-32	S=C(NCc1cccnc1)Nc1ccc(Oc2ccccc2)cc1
59	2.7	94	5	-8	13	25	-5	27	-2	3	7	COc1cc(NS(=O)(=O)c2ccc(NC(=O)NC3CCCCC3)cc2)nc(OC)n1
60	-1.0	99	34	5	5	-8	-34	-17	-5	-3	-7	O=C(O)C1CCCN1C1=NS(=O)(=O)c2ccccc21 (configuration not stated)
61	0.5	89	8	-2	-10	-7	-8	nt	9	-1	-8	COc1ccc(CNS(=O)(=O)NCc2ccccc2)cc1OC
